SENP6 block – SENP6 protease inhibition. inhibition, % at 10 µM. AID 2599. Recombinant SENP6 catalytic domain, aminoluciferin luminescence. Q9GZR1. actives 1.8% (n = 330,000);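 active means inhibition above about 50% at the single tested dose, limit read from the data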;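 further: plate controls were DMSO wells with enzyme for no effect and DMSO wells lacking enzyme for full effect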
SENP8 block-1 – SENP8 protease inhibition | Q96LD8 | actives 1.2% (n = 330,000) | AID 2540 | inhibition, % at 10 µM | purified SENP8, Z-RLRGG-aminoluciferin cleavage, luminescence; in the data active means inhibition above about 50%
Target sequence (Q96LD8 whole entry, looked up): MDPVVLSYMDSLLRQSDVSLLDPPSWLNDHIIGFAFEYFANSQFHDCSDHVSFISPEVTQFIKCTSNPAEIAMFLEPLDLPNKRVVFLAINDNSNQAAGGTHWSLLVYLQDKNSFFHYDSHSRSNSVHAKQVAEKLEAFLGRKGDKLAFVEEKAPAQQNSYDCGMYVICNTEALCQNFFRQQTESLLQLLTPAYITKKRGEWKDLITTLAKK
SENP7 inh – blocks the human protease SENP7 | AID 434973 | inhibition, % at 5 µM | recombinant SENP7, Z-RLRGG-aminoluciferin luminescence, 40 min | actives 1.5% (n = 330,000);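 active means inhibition above about 50% at the single test dose, limit read from the data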;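 further: plate controls were DMSO with enzyme for no effect and no enzyme buffer wells for full effect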
Target sequence (Q9BQF6 706-1050 limits assumed): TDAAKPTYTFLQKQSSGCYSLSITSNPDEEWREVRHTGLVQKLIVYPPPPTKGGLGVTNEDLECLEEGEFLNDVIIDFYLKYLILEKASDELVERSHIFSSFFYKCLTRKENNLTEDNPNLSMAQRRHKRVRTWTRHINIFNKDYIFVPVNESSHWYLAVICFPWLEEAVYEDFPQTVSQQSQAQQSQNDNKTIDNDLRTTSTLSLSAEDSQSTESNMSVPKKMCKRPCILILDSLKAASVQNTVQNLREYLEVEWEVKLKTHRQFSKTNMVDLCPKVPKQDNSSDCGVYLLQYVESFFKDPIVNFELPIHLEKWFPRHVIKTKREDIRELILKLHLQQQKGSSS
HKDC1 inhibitor – inhibitors of human hexokinase HKDC1 | actives 0.16% (n = 340,000) | inhibition, % at 20 µM | Q2TB90 | recombinant HKDC1, G6PDH/diaphorase resazurin coupled fluorescence;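 active means inhibition above about 35% when tested at 20 µM, limit read from the data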;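 further: plate controls were DMSO wells with enzyme for no effect and DMSO wells lacking enzyme for full effect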
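Test system: recombinant HKDC1 (HK5) hexokinase enzyme, produced in-house; Amount: enzyme 5 µg/mL final; Buffer or medium: Tris pH 8.0 buffer with MgCl2, Tween-20, BSA, BME; Reagent: glucose and ATP substrates; Doses: 20 µM test compound, 1% DMSO; Incubation: 90 min reaction incubation at room temperature, dark; Detection: resorufin fluorescence at 613 nm.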
SENP1 inh – blocks the human SENP1 SUMO protease catalytic domain; recombinant SENP1 catalytic domain, CyPet-SUMO1-YPet FRET cleavage; actives 0.21% (n = 360,000); inhibition, % at 10 µM; AID 624204;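 active means inhibition at least 30% at 10 µM, raw YFP signal under a set limit, fluorescence ratio 0.5 to 1.5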;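 further: 0% = enzyme with DMSO and 100% = no enzyme wells; some results filed as inactive read as strong as hits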
Target sequence (Q9P0U3 419-644 limits assumed): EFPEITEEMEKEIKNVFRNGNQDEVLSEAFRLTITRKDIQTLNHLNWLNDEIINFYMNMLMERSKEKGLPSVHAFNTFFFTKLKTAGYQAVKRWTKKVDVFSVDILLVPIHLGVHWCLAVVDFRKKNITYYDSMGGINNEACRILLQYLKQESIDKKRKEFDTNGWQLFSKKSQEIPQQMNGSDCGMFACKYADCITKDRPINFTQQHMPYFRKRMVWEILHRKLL
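Test system: hSENP1 catalytic domain, recombinant; Amount: 20 pM final SENP1 enzyme; Medium: Tris pH 8 buffer plus EDTA, NaCl, BME, BSA, NP40, catalase; Schedule: 50 min enzyme reaction, room temperature, light-protected; Technique: FRET fluorescence in CFP and YFP emission channels; Controls: no-enzyme wells low, DMSO-plus-enzyme wells high control.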
PfGluPho inh – PfG6PD (Plasmodium falciparum) enzyme inhibition; actives 0.78% (n = 350,000); AID 504690; inhibition, % at 20 µM; PfGluPho enzyme, NADPH resazurin-diaphorase fluorescence;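 active means inhibition reaching at least a set limit at 20 µM in the primary screen, cut at about 59% in these data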;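 further: 0% = DMSO wells with substrate and 100% = DMSO wells lacking glucose-6-phosphate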
NALP3 yeast inh – inhibitors of NALP3 inflammasome in yeast; Yeast reconstituted NLRP3/ASC/caspase-1, beta-gal luminescence, 24 h; inhibition, % at 10 µM; actives 0.39% (n = 330,000);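 active means inhibition of 50% or more; inactive means inhibition below 50%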;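 further: plate controls were induced DMSO wells for no effect and uninduced yeast grown without galactose for full effect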
Apaf1 inhib – inhibitors of human Apaf-1 apoptosome. O14727. reconstituted apoptosome caspase-3 activity, DEVD-Rh110 fluorescence. inhibition, % at 20 µM. actives 0.71% (n = 330,000). AID 489030; active means inhibition of at least 40% at 20 µM;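 further: plate controls were DMSO wells for no effect and DEVD-CHO caspase inhibitor wells for full effect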
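System – cell-free apoptosome with Apaf-1, procaspase-3 and caspase-9 · Buffer or medium – pH 7.5 Hepes buffer with CHAPS, BSA, DTT · Also added – cytochrome c with DEVD-Rh110 · Times – 30 min compound preincubation, 50 min activation, room temperature · Technique – Rh110 fluorescence intensity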
SENP8 block-2 – inhibitors of human SENP8 protease | Q96LD8 | recombinant SENP8, Nedd8 substrate fluorescence | actives 0.64% (n = 360,000) | inhibition, % at 20 µM | AID 602440; in the data active means inhibition mostly above about 40%, no sharp cut-off; inactive means mostly below about 27%
An asterisk follows results filed as active; i = inactive; x = not tested or not shown. The order is random; 4.1% or so of the library scored in one or more.

Below each SMILES: SENP6 block	SENP8 block-1	SENP7 inh	HKDC1 inhibitor	SENP1 inh	PfGluPho inh	NALP3 yeast inh	Apaf1 inhib	SENP8 block-2
> C[C@H]1CN=C(N(C)C)N1CC1CCCCC1
    -9	3	11	7	1	-1	16	12	20
> COc1ccc(NS(=O)(=O)c2ccc(O)c(C(=O)OCC(=O)NC3CCCCC3)c2)cc1
    2	-2	9	-3	4	-2	-1	-31	-160
> NS(=O)(=O)c1ccc(CNS(=O)(=O)c2cccc3nonc23)cc1
    6	-8	-17	2	-2	-5	1	-9	2
> CCOC(=O)N1CCN(C(=O)c2ccc3[nH]c(C)c(C)c3c2)CC1
    -24	-9	-28	1	-29	4	7	9	-67
> COCCn1c(Cc2cccn2C)nnc1SCC(=O)NCc1ccc2c(c1)OCO2
    16	11	11	-9	2	3	-6	0	0
> N#CC(CCc1ccccc1[N+](=O)[O-])(CCc1ccccc1[N+](=O)[O-])C(N)=O
    x	x	x	-6	1	14	x	x	7
> O=C(Nc1ccc(S(=O)(=O)Nc2ncccn2)cc1)C12CC3CC(CC(C3)C1)C2
    -5	0	7	4	1	4	-9	6	0
> COC(=O)c1cc(Cl)c(NC(=O)c2ccco2)cc1OC
    -11	-9	-4	-1	-1	10	30	6	-11
> CNc1nc(=S)[nH]c2ccccc12
    6	2	-1	-3	3	10	11	-8	16
> Cc1ccccc1Nc1cc(C(=O)NCc2ccco2)c2ccccc2n1
    -21	0	7	-9	-4	23	19	3	-62

Reprinted from the part before: 3 entries, followed by the next part.
Below each SMILES: SENP6 block	SENP8 block-1	SENP7 inh	HKDC1 inhibitor	SENP1 inh	PfGluPho inh	NALP3 yeast inh	Apaf1 inhib	SENP8 block-2
> COC(=O)c1cc(Cl)c(NC(=O)c2ccco2)cc1OC
    -11	-9	-4	-1	-1	10	30	6	-11
> CNc1nc(=S)[nH]c2ccccc12
    6	2	-1	-3	3	10	11	-8	16
> Cc1ccccc1Nc1cc(C(=O)NCc2ccco2)c2ccccc2n1
    -21	0	7	-9	-4	23	19	3	-62
> C=CCn1c(SCC(=O)c2ccc(O)c(O)c2)nnc1-c1cccnc1
    -10	-4	-2	-3	0	-33	16	-5	20
> CCCCSc1nnc(-c2ccc(C)cc2)c2ccccc12
    x	x	x	5	2	1	x	x	9
> Cc1ccccc1NC(=O)c1c2c(nc3ccccc13)CCC2
    1	1	-1	5	-1	-1	13	5	0
> COc1ccc(C2(O)CC3CCC(C2)N3c2nc(C)cc(C)c2C#N)cc1 (stereo unspecified)
    -14	-9	-5	-3	-16	-3	6	7	i
> O=C(OCC(F)(F)F)c1cccc(COc2ccc3ccccc3c2)c1
    7	-9	-13	0	2	20	20	7	14
> Cc1sc2ccc3sccc3c2[n+]1C
    -8	4	12	-9	0	52	17	-3	-8
> COc1ccc(C(=O)N/N=C/c2sc(N3CCOCC3)nc2-c2ccccc2)cc1OC
    -2	8	5	0	-114	-5	-1	9	-456
> CCOc1ccc(-c2csc(Cn3c(CN4CCN(C)CC4)nc4ccccc4c3=O)n2)cc1
    15	-4	10	-5	0	41	17	6	23
> COc1cc(/C=N/NC(=O)c2cc(-c3cccs3)nc3ccccc23)ccc1O
    -2	-9	-3	-4	-2	17	-11	11	-36
> Cn1c2ccccc2c(=O)c2cc(C#Cc3ccc(N)cc3)ccc21
    38	-10	37	-2	-30	79*	5	6	-395
> CN1C(C(=O)NCc2ccccc2)CC2Cn3c(nc4ccccc43)C21 (stereo unspecified)
    -4	3	0	-5	0	-3	4	1	-6
> COc1ccc(-n2c(=O)c3c4c(sc3n(CC(=O)NCc3ccco3)c2=O)CCC4)c(OC)c1
    -6	-3	-9	-6	-2	1	-10	9	14
> CC(=O)COC(=O)c1ccc2noc(-c3ccccc3)c2c1
    12	6	9	-1	-3	-13	15	3	-48
> Cc1ccc(-n2c(-c3ccccc3)cc(/C=N/NC(=O)CC#N)c2-c2ccccc2)cc1
    -26	-13	0	x	x	x	9	17	x
> Cc1ccnc2nc(C(=O)Nc3cc(Cl)ccc3N3CCOCC3)nn12
    -11	-6	3	-5	0	19	4	13	17
> COc1ccc(C(=O)NCCNC(=O)c2ccc(OC)cc2)cc1
    -14	-3	-1	-6	1	-4	8	-13	13
> CCC(NC(=O)CNC(=O)CNC(=O)c1ccc(Cl)cc1Cl)c1ccc(C)cc1 (stereo unspecified)
    -8	0	0	-5	0	-6	-6	5	9
> O=C(Oc1ccccc1)Oc1ccc2c(c1)oc(=O)c1ccccc12
    -20	-14	12	5	4	-8	21	1	-124
> O=C1CCCCc2sc(Br)c([N+](=O)[O-])c2N1
    -6	-1	7	0	0	-9	19	1	-7
> COc1ccccc1OCC(=O)NCc1n[nH]c(=O)c2ccccc12
    -6	-2	4	2	1	6	9	-1	-7
> O=C(/C=C/c1ccccc1)NNC(=O)C1CC1
    2	6	3	-19	2	9	5	-23	16
> Oc1ccc(/C=N\Nc2nncc(-c3ccccc3)n2)cc1
    -2	-6	0	-7	3	-22	-3	-8	14
> FC(F)(F)c1cc(Cl)c2nc(-c3ccccc3)cn2c1
    83*	76*	87*	4	-1	36	34	9	-223
> Cc1ccc(NC(=O)C2C3C=CC4(O3)C2C(=O)N(CCCN2CCCCC2)C4C(=O)NC2CCCCC2)cc1Cl (stereo unspecified)
    -18	-2	2	-5	0	3	15	10	14
> Cn1c(SCC(=O)Nc2cccc(O)c2)nnc1-c1ccc(S(=O)(=O)N2CCOCC2)cc1
    -16	-2	-2	-3	3	-1	12	-28	7
> CC(Oc1ccc(-n2cnnn2)cc1)C(=O)O (stereo unspecified)
    -5	0	1	-7	5	0	4	4	11
> Cc1ccc(/C=N/NC(=O)Nc2ccccc2)o1
    -13	-5	-5	2	2	9	29	-5	-2
> O=C(CC1C(=O)NCCN1Cc1ccccc1)NCCN1CCCCC1=O (stereo unspecified)
    1	3	-11	-1	-4	-20	20	-3	-49
> COc1cccc(NC(=O)c2c(F)cccc2F)c1
    1	12	-14	-8	0	8	18	-11	23
> COc1ccc(NC(=O)C2CCCN2S(=O)(=O)c2ccc(F)cc2)cc1 (stereo unspecified)
    3	7	-9	-4	2	-10	-6	-9	8
> Cc1ccc(C)c(NC(=O)CN(C)C(=O)c2cc3ccccc3o2)c1
    10	5	3	-11	-5	10	13	0	4
> COc1ccccc1CNC(=O)c1ccc(NS(=O)(=O)c2c(C)noc2C)cc1
    -8	-2	3	-5	3	-5	13	3	25
> c1ccc(C2OC3c4cccc5cccc(c45)C3N2c2ccccc2)cc1 (stereo unspecified)
    1	-3	12	1	3	-32	-14	2	24
> CC(C)(C)c1ccc(C2=CC(c3ccccc3)n3ncnc3N2)cc1 (stereo unspecified)
    -1	-7	-3	8	-21	1	-10	4	-478
> CC(=O)c1c(N2CCN(Cc3ccccc3)CC2)nc(=S)n(-c2ccccc2)c1C
    -2	3	4	0	-43	-4	33	-3	5
> COc1ccc(OCCSc2nnc(C)n2-c2ccccc2)cc1
    -8	-10	-10	0	1	-5	10	3	25
> COc1ccc(N(C)S(=O)(=O)c2cccc(C(=O)NC3CCCC3)c2)cc1
    0	-10	-1	-2	0	-5	6	-1	16
> CC1(C)Cc2c(cnn2-c2ccc(F)cc2)C(NC(=O)CCN2CCCCO2)C1 (stereo unspecified)
    -6	-14	12	-7	2	-4	8	11	-7
> O=C(COc1ccc(F)c(Cl)c1)N1CCN(c2ccccn2)CC1
    -6	1	-16	-5	0	-3	23	13	-2
> Cc1csc(-c2cnn(-c3ccccc3)c2NC(=O)c2ccccc2)n1
    -2	-5	-8	2	0	-3	7	9	3
> O=C(Nc1ccc(Cl)cn1)c1ccc([N+](=O)[O-])o1
    x	x	x	1	-53	13	x	x	8
> CS(=O)(=O)c1ccc(Cl)c(NC(=O)COC(=O)c2ccc(S(=O)(=O)N3CCCC3)cc2)c1
    1	-4	7	-6	3	4	20	-8	-9
> O=C(O)C1CCCCC1C(=O)Nc1ccccn1 (stereo unspecified)
    -11	-4	-3	1	1	-7	6	3	7
> O=C(COc1ccc2ccccc2c1Br)N1CCCC1
    -7	-8	-6	5	0	12	23	11	-4
> Cc1nc(CNS(=O)(=O)c2ccc(Oc3ccccc3)cc2)cs1
    -2	-5	-4	-5	1	7	31	10	14
> O=C(Nc1ccc(F)c(Cl)c1)c1ccccc1NC(=O)C1CCCCC1C(=O)O (stereo unspecified)
    x	x	x	1	1	-26	x	x	-63
> Cc1cc(C(=O)Nn2c(C)nc3ccccc3c2=O)ccc1[N+](=O)[O-]
    3	1	-2	-5	0	0	1	-1	12
> CCCOc1cccc(NC(=O)OC2CCN(C)CC2)c1
    1	-5	4	-9	2	-3	11	-1	15
> CN(C)Cc1ccc(CNC(=O)c2ccc(Cl)c(S(=O)(=O)NC3CC3)c2)cc1
    -1	-11	-6	1	-1	2	5	11	0
> O=c1cc(CSCc2ccc(Cl)cc2)[nH]c(=O)[nH]1
    13	5	4	-6	1	-1	19	7	21

Two entries from above in a different format:
SMILES	SENP6 block	SENP8 block-1	SENP7 inh	HKDC1 inhibitor	SENP1 inh	PfGluPho inh	NALP3 yeast inh	Apaf1 inhib	SENP8 block-2
CS(=O)(=O)c1ccc(Cl)c(NC(=O)COC(=O)c2ccc(S(=O)(=O)N3CCCC3)cc2)c1	1	-4	7	-6	3	4	20	-8	-9
O=C(O)C1CCCCC1C(=O)Nc1ccccn1 (stereo unspecified)	-11	-4	-3	1	1	-7	6	3	7

Continued:
Below each SMILES: SENP6 block	SENP8 block-1	SENP7 inh	HKDC1 inhibitor	SENP1 inh	PfGluPho inh	NALP3 yeast inh	Apaf1 inhib	SENP8 block-2
> CCOc1ccccc1N1CCN(C(=O)c2c(Cl)cnn2C)CC1
    5	3	0	-4	0	12	19	-4	4
> O=S(=O)(c1ccc(Cl)nc1)N1CCOCC1
    4	2	8	-5	0	-4	20	-2	9
> O=C(O)c1ccccc1-c1ccccc1C(=O)Nc1cccc(Br)c1
    15	3	1	2	0	-36	17	-6	27
> S=c1[nH]ccn1-c1cccc(Cl)c1Cl
    -19	0	1	-6	-1	24	15	3	24
> NC(=O)c1ccccc1OCc1cccc2ccccc12
    6	1	1	-2	1	9	20	11	18
> CCOc1ccc(C(=O)COC(=O)CNC(=O)C2CCCCC2)cc1
    21	-3	7	6	0	12	7	11	3
> CCCSc1nnc(CSc2nc3nc(C)cc(C)n3n2)o1
    -14	-2	-6	-4	1	8	8	-15	8
> COc1ccc(NC(C)=O)c([N+](=O)[O-])c1[N+](=O)[O-]
    x	x	x	3	3	30	x	x	28
> CN1CCN(C(=O)C2=C[C@H](C3CCCCC3)C[C@H](OCc3ccc(CO)cc3)O2)CC1
    -3	4	-2	-7	-1	-9	-1	4	17
> O=c1cc(CN2CCOCC2)c2ccc(O)c(O)c2o1
    5	0	5	8	4	-10	-8	0	1
> C=CCOC(=O)C1=C[C@@H](c2ccc3c(c2)OCO3)C[C@@H](OCCCCO)O1
    -9	4	-6	-2	-5	12	9	0	-101
> CCOC(=O)C1CCN(c2c(Nc3ccc4c(c3)OCCO4)c(=O)c2=O)CC1
    15	6	1	-1	-4	6	12	0	8
